# High-throughput results (PubChem)
# Abeta rescue = A-beta toxicity reversal in yeast; yeast expressing A-beta42, growth rescue, OD600, 48 h; response scale: 0% DMSO, 100% iron-clioquinol control; Potency, µM (top dose mostly 46.1 µM), for the others: at the highest dose growth rescue, actives largely listed as activators; 0.063% of 410,000 active; AID 1347071; note: potency is the fitted concentration of half-maximal effect; nearly all actives have a fitted effect of over 55% in size
#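 Yeast A-beta toxicity model in growth medium with pinned compounds, 48 h at 30 C; growth read as absorbance at 600 nm. Normalized to FeCl3/clioquinol equimolar mix (positive) and DMSO (negative).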
# aSyn yeast inh = alpha-synuclein toxicity inhibition in yeast | Yeast expressing alpha-synuclein, growth rescue, BacTiter-Glo, 24 h | Potency, µM (titrated, usually from 46.1 µM), inactives show top-dose growth rescue (activation), usual class: activators | 0.14% of 370,000 active; note: potency is the fitted concentration of half-maximal effect; % of control where 0% means no effect; nearly all actives have a fitted effect of over 65% in size
#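 Readout is rescue of growth in alpha-synuclein-expressing yeast, so inhibitors of toxicity appear as activators. Growth after 24 hr at 30 deg C in galactose medium is quantified by luminescence.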
# FUS suppressor = suppressors of FUS proteinopathy in yeast; S. cerevisiae FUS-expressing, growth rescue, OD600, 24 h; Potency, µM (doses to about 76.6 µM), without a hit: top-dose growth rescue (activation), hits mostly activators; 0.24% of 390,000 active; AID 1347120;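 note: potency is the fitted concentration of half-maximal effect; plate controls were DMSO vehicle for no effect and reference control for full effect; nearly all actives have a fitted effect of over 55% in size; some results filed as inactive show a strong effect at the top dose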
#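 Yeast FUS proteinopathy model; galactose-induced FUS (2%), starting OD 0.005. Cpds in dilution series, 24hr, 30C, 99% humidity. Abs 600 nm growth. Pos ctrl CP55940 (top 92uM final); neg ctrl DMSO.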
# PI5P4K alpha inh = blocks human PI5P4K alpha kinase activity; P48426; PI5P4Kalpha enzyme, ADP-Glo luminescence, 60 min; stronger effect = lower value; max response, %; 1.2% of 330,000 active; AID 652105; active = max response of -50% or lower; inconclusive = between -30% and -50%; inactive = -30% or higher; note: value at the top dose of about 77 µM; % is set by controls: 0 for no effect and ±100 for the full control effect
# Target sequence (P48426 whole entry, looked up): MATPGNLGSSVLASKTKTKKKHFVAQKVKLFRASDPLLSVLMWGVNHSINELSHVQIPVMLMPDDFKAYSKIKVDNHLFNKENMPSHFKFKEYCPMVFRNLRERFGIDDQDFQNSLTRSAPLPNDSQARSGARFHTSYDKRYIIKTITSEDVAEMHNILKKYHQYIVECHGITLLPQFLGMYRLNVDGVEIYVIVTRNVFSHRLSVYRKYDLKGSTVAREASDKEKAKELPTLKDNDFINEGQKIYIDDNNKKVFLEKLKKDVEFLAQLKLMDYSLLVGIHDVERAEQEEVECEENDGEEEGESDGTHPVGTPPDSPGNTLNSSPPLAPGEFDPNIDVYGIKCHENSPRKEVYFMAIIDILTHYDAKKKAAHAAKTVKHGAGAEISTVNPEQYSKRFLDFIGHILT
#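 ADP-Glo luminescence end-point after a 60 min room-temperature kinase reaction. PI5P4Kalpha and substrate in HEPES pH 7.4 buffer with EGTA, 0.1% CHAPS and 5% DMSO; ATP at 5 microM final.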
# EPAC1 ag = activates human EPAC1 exchange factor; EPAC1 agonist qHTS, biochemical assay; response scale: 100% = response to 6.5 mM cAMP; Potency, µM (highest dose often 154 µM), for inactives: at the top dose activation, most hits filed as activators; 0.073% of 360,000 active; AID 720707; note: potency is the fitted concentration of half-maximal effect; nearly all actives have a fitted effect of over 60% in size
#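 Compounds were pinned as a concentration titration into mixtures of EPAC1 (100 nM), BODIPY-GDP-loaded Rap1B (250 nM) and GDP (50 uM). After 5 min at room temperature, fluorescence was followed for 30 min; activity was scaled to 6.5 mM cAMP.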
# WRN inhibitor = blocks human WRN helicase; WRN helicase unwinding, fluorescent forked duplex, kinetic; Q14191; 0.46% of 360,000 active; Potency, µM (top dose mostly 114 µM), for inactives: at the top dose activity change, negative = inhibition, actives largely listed as inhibitors; note: potency is the fitted concentration of half-maximal effect; % is set by controls: 0 for no effect and ±100 for the full control effect; nearly all actives have a fitted effect of over 55% in size
#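 Primary qHTS, 1536-well format. 20 nM WRN + compound, 15 min RT; start with 100 nM forked fluorophore/quencher duplex, 2 mM ATP (final); kinetic read ex 525/em 598 nm.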
# EPAC1 antag = blocks human EPAC1 exchange factor; EPAC1 GEF assay, Rap1b-BODIPY-GDP exchange fluorescence; Potency, µM (doses to about 115 µM), for the others: at the highest dose activity change, negative = inhibition, most hits filed as inhibitors; 0.14% of 360,000 active; AID 720709;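 note: potency is the fitted concentration of half-maximal effect; plate controls were vehicle for no effect and positive control for full effect; nearly all actives have a fitted effect of over 50% in size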
# PLK1 PBD block = PLK1 (human) polo-box domain binding inhibition. P53350. 2.8% of 360,000 active. Plk1 PBD binding of FITC phosphopeptide, fluorescence polarization. Potency, µM, for inactives: max response, negative = inhibition, usual class: inhibitors; note: potency is the fitted concentration of half-maximal effect; series mostly up to about 57 µM; % is set by controls: 0 for no effect and ±100 for the full control effect; nearly all actives have a fitted effect of over 65% in size
# Target sequence (P53350 whole entry, looked up, the tested form may be a part): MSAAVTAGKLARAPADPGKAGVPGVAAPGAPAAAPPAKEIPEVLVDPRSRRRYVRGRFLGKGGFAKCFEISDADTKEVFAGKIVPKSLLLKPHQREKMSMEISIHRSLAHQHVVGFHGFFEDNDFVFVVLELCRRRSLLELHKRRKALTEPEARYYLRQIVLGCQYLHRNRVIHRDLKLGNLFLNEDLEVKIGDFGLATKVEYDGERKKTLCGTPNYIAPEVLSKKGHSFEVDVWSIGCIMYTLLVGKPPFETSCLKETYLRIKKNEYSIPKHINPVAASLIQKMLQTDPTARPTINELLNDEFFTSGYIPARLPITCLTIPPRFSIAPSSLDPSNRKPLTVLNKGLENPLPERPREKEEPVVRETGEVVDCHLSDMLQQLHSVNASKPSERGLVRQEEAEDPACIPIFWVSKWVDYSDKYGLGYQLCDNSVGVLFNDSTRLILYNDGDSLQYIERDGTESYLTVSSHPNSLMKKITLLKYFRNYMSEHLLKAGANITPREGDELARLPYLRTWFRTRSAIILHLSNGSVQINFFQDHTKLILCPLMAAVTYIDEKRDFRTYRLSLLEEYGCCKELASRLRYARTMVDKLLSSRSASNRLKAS
# IL2 activator = activators of IL-2. IL-2 activation reporter assay, cell-based qHTS; stimulated with anti-CD3/CD4/CD28 beads; in transgenic mouse T cells. 0.065% of 360,000 active. activation, % (series mostly up to about 46 µM). AID 652025; in the data active = activation above about 50%; inconclusive = mostly about 30% to 49%; note: 0% is about no effect
#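 Unstimulated transgenic mouse T cells, 750 per well, received compound and, after 60 minutes, anti-CD3/anti-CD4 bead plus anti-CD28 stimulation. EGFP and DsRed were quantified after 18 hours.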
# * = called active by the depositor; ? = inconclusive; . = not tested or not shown; & = joins results of further samples; [ ] = another dose, or the depositor's remark. Unless noted, calls come from the whole dose curve; as a rule, active = well fitted curve in the direction sought with a large enough effect; inconclusive = small, poorly fitted or top-dose-only effect, or another doubt; inactive = no such curve, though single readings can be large; an effect the other way counts as inactive or inconclusive.
# Values run as follows: Abeta rescue	aSyn yeast inh	FUS suppressor	PI5P4K alpha inh	EPAC1 ag	WRN inhibitor	EPAC1 antag	PLK1 PBD block	IL2 activator
- Cc1cc2nc(C)c(Cc3ccccc3)c(=O)n2[nH]1
 : 11%	0%	.	7	-1%	-19%	5%	-2%	-1.3
- C=CCn1c(N)c(C(=O)NCCC2=CCCCC2)sc1=S
 : -4%	-3%	2%	.	-5%	-9%	-15%	7.5µM*	-0.9
- Cc1nnc(Sc2cc(C(=O)NC3CC3)c3ccccc3n2)s1
 : -2%	10%	9%	2	6%	22%	4%	-19%	0.4
- NC(=O)CC(NC(=O)Cc1ccc(Cl)cc1)c1ccc(NCCc2ccccc2F)c([N+](=O)[O-])c1 (configuration not stated)
 : -5%	3%	1%	0	7%	-4%	5%	-1%	1.0
- O=Cc1c(N2CCOCC2)nc2ccccn2c1=O
 : -2%	-7%	-13%	-4	5%	1%	-21%	-9%	-0.5
- O=C(CCc1nc(-c2ccccc2F)no1)Nc1cccnc1
 : -13%	2%	-1%	6	14%	2%	12%	-4%	0.2
- O=C(O)c1ccc2c(=O)n3c(nc2c1)/C(=C/c1ccc(Cl)c(Cl)c1)CC3
 : -12%	0%	-11%	-29	9%	-16%	10%	-12%	2.4
- CCOc1ccc(CSCCNC(=S)Nc2ccc(OC)cc2)cc1
 : ?	-7%	6%	-1	3%	-7%	-27%	-12%	-0.5
- C=C(C)CCC(C)N1CCC(n2nccc2NC(=O)CCCc2ccccc2)CC1 (configuration not stated)
 : 1%	-3%	39%	0	-1%	-5%	-8%	-21%	0.7
- O=C(c1ccc(Cl)s1)N1CCN(c2nc3ccccc3s2)CC1
 : 5%	12%	-17%	0	-13%	-10%	-15%	-11%	0.4
- COc1ccc(N2CCN(CNC(=O)c3ccccc3)CC2)cc1
 : -4%	-2%	-33%	4	-8%	-1%	-14%	-4%	-0.2
- Cc1onc(-c2ccccc2Cl)c1C(=O)Nc1ccc(-c2nnc3n2CCCCC3)cc1
 : 3%	1%	?	7	2%	-9%	1%	3%&2%	1.2
- OCCNc1nc(Nc2ccccc2OC(F)(F)F)nc(N2CCCC2)n1
 : 5%	.	2%	.	-7%	.	-2%	.	-0.6
- CCOC(=O)Cn1c(C)cc(COC)c(C#N)c1=O
 : -6%	-13%	-28%	4	2%	-8%	-13%	-11%	0.9
- COCCN(C(=O)COC(=O)C12CC3CC(CC(C3)C1)C2)c1c(N)n(Cc2ccccc2)c(=O)[nH]c1=O
 : -1%	-5%	?	3	-4%	5%	-16%	-7%	0.4
- CCOC(=O)N1CCN(S(=O)(=O)N2CCCC(C(=O)NCCc3ccc(OC)c(OC)c3)C2)CC1 (configuration not stated)
 : 7%	-3%	-5%	0	-2%	7%	15%	-6%	-1.9
- O=c1c2ccccc2nc(-c2ccco2)n1Cc1ccccc1
 : -22%	-12%	23%	.	6%	5%	2%	-4%	-1.6
- Cc1ccc2c(c1)c1c(n2CC(O)Cn2c(C)nc3ccccc32)C(=O)CCC1 (configuration not stated)
 : 5%	-1%	-2%	8	-7%	-4%	-8%	8%	-2.6
- Cc1c(CCC(=O)O)c(=O)oc2c(C)c3occ(-c4ccc(Cl)cc4)c3cc12
 : 5%	8%	8%	-17	?	56µM*	40µM*	30µM*	-3.7
- C#CCOCCOCCOCCNc1nc(N2CCN(C(=O)[C@H](CC(N)=O)n3cc(C(N)[C@@H](C)CC)nn3)CC2)nc(N2CCN(C(=O)[C@H](CCC(=O)O)n3cc([C@@H](N)CCCCN)nn3)CC2)n1 (some centres not stated)
 : 13%	3%	-12%	-11	14%	-1%	4%	-2%	-0.3
- C(=C\c1sc(Nc2ccccc2)n[n+]1-c1ccccc1)/c1ccccc1
 : -8%	-3%	41%	-5	-8%	3%	-10%	?	-5.1
- CCOC(=O)c1ccccc1NC(=O)COC(=O)C(CC)Oc1ccccc1 (configuration not stated)
 : -1%	6%	-2%	-1	0%	7%	-3%	-4%	-2.5
- COc1ccc([C@H]2CC(=O)C=C(c3ccccc3)C2)cc1OC
 : 0%	1%	22%	4	-3%	-7%	-12%	2%	-0.4
- COc1ccc(C2NC(=O)c3ccccc3O2)cc1OC (configuration not stated)
 : -4%	0%	-10%	.	14%	-7%	3%	-5%	0.9
- C=CCn1c(SCC(=O)N2CCOCC2)nc2sc3c(c2c1=O)CCCC3
 : -21%	5%	25%	12	-2%	-1%	-2%	-3%	-2.9
- Cc1ccc(/C=N/n2c(-c3ccccc3)n[nH]c2=S)cc1
 : -6%	-7%	-9%	-2	6%	7%	-16%	-15%	0.3
- COc1cc2c(cc1OC)C(C)N(CC(=O)Nc1ccc(C)c(S(=O)(=O)N3CCOCC3)c1)CC2 (configuration not stated)
 : 4%	4%	-7%	-6	-7%	8%	5%	7%	-1.2
- Cc1ccc(S(=O)(=O)NCC(=O)OCc2csc(CC(=O)Nc3ccccc3C)n2)cc1C
 : -10%	-3%	31%	-7	-7%	0%	10%	-1%	0.9
- CCOc1ccc(C(=O)Nc2ccc(CN3CCOCC3)cc2)cc1Cl
 : 3%	16%	-12%	-6	8%	8%	-10%	6%	1.1
- Cn1cccc1C(=O)OCC(=O)Nc1ccc2c(c1)OCCO2
 : -5%	4%	-2%	-10	-4%	-1%	-4%	4%	-0.9
- CCCCCCn1c(=O)c(Cc2ccccc2)c(O)c2ccccc21
 : -7%	-1%	-8%	-9	-3%	-17%	-23%	-22%	-0.5
- O=C(CN1CCCC1)Nc1c2c(cc3c1CCC3)CCC2
 : -5%	5%	.	4	5%	28%	5%	-7%	-0.2
- CN(C)S(=O)(=O)Oc1ccc(C(=O)Nc2ccc([N+](=O)[O-])cc2)cc1
 : -4%	-2%	-14%	-10	-1%	5%	-23%	-4%	-3.2
- CN(Cc1cc2cc(F)ccc2[nH]1)Cc1nc(-c2cnccn2)no1
 : -12%	3%	-12%	-3	-1%	-12%	-6%	-6%	-2.5
- C=CCNC(=O)C1CC1(c1cccc(C)c1)c1cccc(C)c1 (configuration not stated)
 : 20%	13%	1%	5	6%	-4%	-7%	-5%	0.9
- COCCNc1ncnc2c1ncn2[C@H]1CN(Cc2ccc(-c3ccccc3)cc2)C[C@@H](CO)O1
 : -13%	6%	27%	1	9%	6%	-10%	-14%	0.1
- O=C(CCCC(=O)N1CCN(c2ccccc2F)CC1)N1CCN(c2ccccc2F)CC1
 : -4%	3%	8%	2	0%	2%	0%	-10%	-0.3
- O=C(NC(=O)N1CCOCC1)c1ccccc1
 : 8%	0%	.	0	-4%	0%	16%	3%	-1.9
- CC(=O)c1cccc(NC(=O)c2cc(=O)c3ccccc3o2)c1
 : -19%	1%	-2%	-22	14%	-2%	-15%	-12%	0.0
- CS(=O)(=O)N(Cc1cccc(CN(C(C(=O)O)c2ccccc2)S(C)(=O)=O)c1)C(C(=O)O)c1ccccc1 (configuration not stated)
 : -12%	0%	-9%	-9	-9%	1%	-6%	-24%	-3.0
- O=C(CCCc1nc2ccccc2s1)Nc1ccc(N2CCOCC2)cc1
 : 2%	1%	-23%	-3	-7%	-1%	0%	0%	2.4
- Cn1c(=O)[nH]c(N)c(Br)c1=O
 : 4%	-1%	-23%	-3	-4%	8%	2%	-12%	0.2
- Cc1ccc(S(=O)(=O)NCC(=O)OCC(=O)NCCc2ccccc2)cc1
 : -5%	4%	1%	-3	0%	5%	7%	0%	-0.7
- C=CCOC1=CS(=O)(=O)N(Cc2ccc(Br)cc2)c2ccc(Br)cc21
 : 3%	4%	8%	-13	-6%	-1%	-12%	?	0.6
- Cn1ccnc1COc1ccc(C=O)cc1
 : 6%	2%	-16%	2	5%	3%	-12%	0%	-0.6
- COc1ccc2oc(C(=O)OCc3c(C)noc3C)c(C)c2c1
 : -4%	-1%	-7%	-2	3%	-14%[57.1 µM]	?	-13%	-2.1
- Cc1cc(C(=O)Nc2nc(C)c(C(=O)N(C)C)s2)ccc1[N+](=O)[O-]
 : 9%	2%	.	-2	-6%	0%	6%	3%	-3.6
- CC(=O)Nc1ccnn1C1CCN(C(=O)c2cccc(C)c2C)CC1
 : -12%	-13%	-6%	1	-10%	6%	-4%	-8%	-1.0
- CCCNS(=O)(=O)c1ccc(OCC(=O)NCCC2=CCCCC2)cc1
 : -15%	1%	6%	.	1%	-7%	2%	-7%	1.3
- Cn1c(SCC(=O)O)nnc1-c1cccc(NC(=O)c2cccc3ccccc23)c1
 : 11%	-1%	18%	-17	10%	-9%	-3%	-18%	-1.2
- COc1cc(NC(=O)c2cc(C)on2)cc(OC)c1OC
 : 17%	2%	9%	.	-4%	1%	-1%	3%	6.7
- CN(C)c1ccnc(Oc2ccccc2)c1C#N
 : -4%	-1%	-3%	.	-3%	-15%	11%	1%	-2.5
- Cc1cccn2c(=O)c3cc(C(=O)N4CC(C)CC(C)C4)sc3nc12 (configuration not stated)
 : -19%	2%	-10%	-2	2%	-1%	5%	-2%	-0.1
- c1ccc(Cn2nnc3c(NCC4CC4)ncnc32)cc1
 : 2%	3%	-14%	1	4%	-1%	8%	-24%	-1.3

# Random excerpt: 4 entries already listed
# Values run as follows: Abeta rescue	aSyn yeast inh	FUS suppressor	PI5P4K alpha inh	EPAC1 ag	WRN inhibitor	EPAC1 antag	PLK1 PBD block	IL2 activator
- CCCNS(=O)(=O)c1ccc(OCC(=O)NCCC2=CCCCC2)cc1
 : -15%	1%	6%	.	1%	-7%	2%	-7%	1.3
- Cc1ccc(S(=O)(=O)NCC(=O)OCC(=O)NCCc2ccccc2)cc1
 : -5%	4%	1%	-3	0%	5%	7%	0%	-0.7
- CC(=O)Nc1ccnn1C1CCN(C(=O)c2cccc(C)c2C)CC1
 : -12%	-13%	-6%	1	-10%	6%	-4%	-8%	-1.0
- CN(C)c1ccnc(Oc2ccccc2)c1C#N
 : -4%	-1%	-3%	.	-3%	-15%	11%	1%	-2.5
